Assay outcomes as filed in PubChem BioAssay.
M5 antag – blocks acetylcholine activation of human M5 receptor. AID 624040. actives 0.59% (n = 360,000). CHO-hM5 cells, Fluo-8 calcium fluorescence, ACh EC80. inhibition, % at 3 µM. P08912;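 active = inhibition above a per-plate cutoff, the mean of that plate's test compounds plus 3 SD, cut at about 27% in these data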;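 note: 0% = acetylcholine EC80 with DMSO and 100% = DMSO without agonist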
Target sequence (P08912 whole entry, looked up): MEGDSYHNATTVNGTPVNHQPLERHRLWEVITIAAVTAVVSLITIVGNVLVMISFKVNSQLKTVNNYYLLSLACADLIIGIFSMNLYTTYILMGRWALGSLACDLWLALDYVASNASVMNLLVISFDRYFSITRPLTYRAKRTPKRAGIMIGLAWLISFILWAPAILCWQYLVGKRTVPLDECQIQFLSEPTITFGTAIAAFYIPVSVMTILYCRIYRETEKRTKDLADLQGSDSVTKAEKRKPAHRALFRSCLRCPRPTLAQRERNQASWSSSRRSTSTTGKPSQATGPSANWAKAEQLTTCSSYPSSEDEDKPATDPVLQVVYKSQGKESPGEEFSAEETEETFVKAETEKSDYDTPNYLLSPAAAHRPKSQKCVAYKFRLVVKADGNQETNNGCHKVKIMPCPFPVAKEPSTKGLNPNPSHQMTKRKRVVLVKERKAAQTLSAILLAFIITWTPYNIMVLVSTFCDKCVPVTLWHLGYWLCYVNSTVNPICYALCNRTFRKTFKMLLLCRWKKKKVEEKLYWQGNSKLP
CHRM5 agonist – agonists of human muscarinic M5 receptor (CHRM5); P08912; CHO-K1 hM5 cells, Fluo-8 calcium fluorescence; 0% DMSO wells, 100% maximal acetylcholine response; activation, % at 3 µM; actives 0.19% (n = 360,000); AID 624037;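 active = activation above the run's mean over test compounds plus 3 SD, cut at about 23% in these data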;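 note: signal is peak over basal fluorescence ratio across the kinetic read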
CHRM4 antagonist – CHRM4 antagonism in calcium assay. P08173. CHO-hM4 cells, ACh EC80, Fluo-8 calcium fluorescence. inhibition, % at 3 µM. actives 0.73% (n = 360,000). AID 624125;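 active = inhibition above its plate's cutoff, the mean inhibition of sample wells plus 3 SD, cut at about 27% in these data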;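 note: 0% = acetylcholine EC80 with DMSO and 100% = DMSO without agonist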
Target sequence (P08173 whole entry, looked up): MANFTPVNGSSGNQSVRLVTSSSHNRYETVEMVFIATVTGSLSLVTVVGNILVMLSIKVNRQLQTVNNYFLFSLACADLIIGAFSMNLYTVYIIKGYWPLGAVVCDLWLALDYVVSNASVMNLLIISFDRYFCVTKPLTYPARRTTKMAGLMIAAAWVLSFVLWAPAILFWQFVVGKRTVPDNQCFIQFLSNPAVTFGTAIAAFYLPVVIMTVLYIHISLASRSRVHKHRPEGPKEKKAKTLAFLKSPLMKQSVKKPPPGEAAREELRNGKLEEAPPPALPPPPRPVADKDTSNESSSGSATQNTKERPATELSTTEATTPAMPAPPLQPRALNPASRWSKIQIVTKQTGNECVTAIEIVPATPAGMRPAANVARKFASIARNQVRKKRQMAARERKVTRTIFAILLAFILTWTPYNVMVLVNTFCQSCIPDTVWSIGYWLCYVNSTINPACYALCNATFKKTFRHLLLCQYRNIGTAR
CHO-K1 Ca antag – M1 antagonist counterscreen hit in parental CHO-K1 cells; ATP-induced calcium, Fluo-8 fluorescence; inhibition, % at 3 µM; actives 0.6% (n = 360,000); AID 602250;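 active = inhibition above a per-plate cutoff, the plate's mean sample inhibition plus 3 SD, cut at about 24% in these data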;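 note: 0% = DMSO plus EC80 ATP and 100% = DMSO alone without ATP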
CHRM5 PAM – potentiates acetylcholine response at human M5 receptor; CHO-K1 hM5, Fluo-8 calcium, ACh EC20 PAM; 0% = ACh EC20, 100% = ACh EC100; activation, % at 3 µM; actives 0.3% (n = 360,000);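 active = activation above the run cutoff, the mean activation of all test compounds plus 3 SD, cut at about 18% in these data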
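Probe or stimulus: acetylcholine, EC20 level; Assay system: human M5 receptor in CHO-K1 cells; Schedule: compound preincubation 140 s before EC20 acetylcholine addition; Technique: intracellular calcium via Fluo-8 fluorescence; Dosing: single-point, 3 µM nominal; Read-out basis: percent activation from peak-over-basal fluorescence ratio, scaled EC20-to-EC100 acetylcholine; Repeats: one well per compound, no replicates.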
CHRM4 agonist – agonists of human muscarinic M4 receptor (CHRM4); P08173; CHO-K1 hM4/Gqi5, Fluo-8 calcium fluorescence; vehicle 0%, full acetylcholine response 100%; activation, % at 3 µM; actives 0.14% (n = 360,000);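 active = activation above the run mean over all test wells plus 3 SD, cut at about 32% in these data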;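 note: peak over basal fluorescence ratio per well then scaled between controls; 0% = DMSO wells and 100% = acetylcholine at EC100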
CHO-K1 Ca PAM – nonselective activator or artifact in parental CHO-K1 calcium assay; ATP EC20, Fluo-8 calcium fluorescence; 0% at ATP EC20, 100% at ATP max; activation, % at 3 µM; actives 0.02% (n = 360,000);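 active = activation above the run cutoff, the mean activation of all test compounds plus 3 SD, cut at about 40% in these data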;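 note: peak over basal fluorescence ratio in a 140 s read after ATP addition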
CHO-K1 Ca ag – nonselective activator or artifact in parental CHO-K1 cells. Fluo-8 calcium fluorescence; scaled to maximal ATP response, vehicle zero. activation, % at 3 µM. actives 0.48% (n = 360,000); in the data active = activation above about 15%;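 note: untransfected CHO-K1 host cells lacking M1 receptor as counterscreen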
M4 PAM – CHRM4 positive allosteric modulation. CHO-K1 hM4/Gqi5, Fluo-8 calcium fluorescence, ACh EC20; 0% = ACh EC20, 100% = maximal ACh. P08173. activation, % at 3 µM. actives 0.4% (n = 360,000);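 active = activation above its plate's cutoff, the mean activation of sample wells plus 3 SD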; note: some results filed as inactive read as strong as hits
Active calls of the source: *.

Nc1nnc(SCC(=O)NNC(=O)c2ccc(F)cc2)s1 was read as M5 antag 12, CHRM5 agonist 1, CHRM4 antagonist 6, CHO-K1 Ca antag -4, CHRM5 PAM -5, CHRM4 agonist 0, CHO-K1 Ca PAM -17, CHO-K1 Ca ag 0.2 and M4 PAM 12.
`C=CCNC(=O)CN(c1ccc(F)c(Cl)c1)S(C)(=O)=O` gave M5 antag -13, CHRM5 agonist 1, CHRM4 antagonist -2, CHO-K1 Ca antag -6, CHRM5 PAM 5, CHRM4 agonist 1, CHO-K1 Ca PAM 17, CHO-K1 Ca ag 0.1 and M4 PAM 3.
Screening O=C(Nc1ccc(Cl)cc1)N(Cc1cccnc1)Cc1ccco1 returned M5 antag -4, CHRM5 agonist 1, CHRM4 antagonist -10, CHO-K1 Ca antag -14, CHRM5 PAM -3, CHRM4 agonist 6, CHO-K1 Ca PAM 3, CHO-K1 Ca ag 3.1 and M4 PAM -1.
`Cc1ccc(C)c(NS(=O)(=O)c2ccc3[nH]c(=O)[nH]c3c2)c1` gave M5 antag 5, CHRM5 agonist 3, CHRM4 antagonist 4, CHO-K1 Ca antag -7, CHRM5 PAM 8, CHRM4 agonist 0, CHO-K1 Ca PAM 14, CHO-K1 Ca ag 0.6 and M4 PAM -2.
O=C(NCc1nnc2c(C(F)(F)F)cc(Cl)cn12)c1ccc(Br)o1 was read as M5 antag -3, CHRM5 agonist 0, CHRM4 antagonist 3, CHO-K1 Ca antag -2, CHRM5 PAM -1, CHRM4 agonist 0, CHO-K1 Ca PAM 5, CHO-K1 Ca ag 5.8 and M4 PAM -2.
`COCC(=O)N(Cc1cc2ccc(C)c(C)c2n2nnnc12)C1CCCC1` gave M5 antag 5, CHRM5 agonist 2, CHRM4 antagonist 0, CHO-K1 Ca antag -5, CHRM5 PAM 7, CHRM4 agonist 0, CHO-K1 Ca PAM 19, CHO-K1 Ca ag 0.3 and M4 PAM -1.
Screening C[C@H](CO)N1C[C@H](C)[C@@H](CN(C)S(=O)(=O)c2ccc(F)cc2)Oc2c(NS(=O)(=O)c3ccc(F)cc3)cccc2C1=O returned M5 antag 3, CHRM5 agonist 1, CHRM4 antagonist -4, CHO-K1 Ca antag -12, CHRM5 PAM -4, CHRM4 agonist 2, CHO-K1 Ca PAM -13, CHO-K1 Ca ag 0.3 and M4 PAM -3.
For Cc1oc(-c2cccc(Cl)c2)nc1CS(=O)(=O)CC(=O)NC1CCCC1 the results were M5 antag 10, CHRM5 agonist 0, CHRM4 antagonist -8, CHO-K1 Ca antag -16, CHRM5 PAM -8, CHRM4 agonist 0, CHO-K1 Ca PAM 11, CHO-K1 Ca ag 1.6 and M4 PAM -2.
Cc1cccnc1NC(=O)c1cccc(S(=O)(=O)N2CCN(c3ccccc3)CC2)c1 was read as M5 antag 1, CHRM5 agonist 3, CHRM4 antagonist 6, CHO-K1 Ca antag -4, CHRM5 PAM -9, CHRM4 agonist 4, CHO-K1 Ca PAM -4, CHO-K1 Ca ag 2.4 and M4 PAM -8.
`Cc1ccccc1C(=O)/C(C#N)=N/Nc1c(C)n(C)n(-c2ccccc2)c1=O` gave M5 antag 1, CHRM5 agonist 2, CHRM4 antagonist -3, CHO-K1 Ca antag 2, CHRM5 PAM 3, CHRM4 agonist 0, CHO-K1 Ca PAM 8, CHO-K1 Ca ag 0.3 and M4 PAM 4.
`CN(CC(=O)Nc1ccc(F)c(F)c1F)C(=O)CC1CCCCC1` gave M5 antag -2, CHRM5 agonist 2, CHRM4 antagonist -2, CHO-K1 Ca antag -8, CHRM5 PAM 5, CHRM4 agonist 3, CHO-K1 Ca PAM 7, CHO-K1 Ca ag 0.2 and M4 PAM 1.
For CCCCN1C(=S)SC(C)(C)C1/[N+]([O-])=C/c1cccnc1 (stereo unspecified) the results were M5 antag 4, CHRM5 agonist -6, CHRM4 antagonist 3, CHO-K1 Ca antag -5, CHRM5 PAM 1, CHRM4 agonist 0, CHO-K1 Ca PAM 11, CHO-K1 Ca ag -0.1 and M4 PAM 1.
`Cc1ccc(N/C=C2\C(=O)C3(C)CCC2C3(C)C)cc1C` (stereo unspecified) gave M5 antag -6, CHRM5 agonist 4, CHRM4 antagonist -1, CHO-K1 Ca antag -7, CHRM5 PAM 9, CHRM4 agonist 0, CHO-K1 Ca PAM 15, CHO-K1 Ca ag 0.2 and M4 PAM -3.
For COc1ccc(-n2ncc(Cl)c(Cl)c2=O)cc1 the results were M5 antag 5, CHRM5 agonist 2, CHRM4 antagonist 11, CHO-K1 Ca antag 9, CHRM5 PAM 1, CHRM4 agonist 14, CHO-K1 Ca PAM 9, CHO-K1 Ca ag 2.3 and M4 PAM -12.
COc1ccc(-c2csc(C(O)c3ccc(F)cc3)n2)cn1 (stereo unspecified) was read as M5 antag 1, CHRM5 agonist -1, CHRM4 antagonist -3, CHO-K1 Ca antag -14, CHRM5 PAM -2, CHRM4 agonist 3, CHO-K1 Ca PAM 2, CHO-K1 Ca ag 0.4 and M4 PAM 4.

Two neighbouring records from above, for reference:
For COc1ccc(-n2ncc(Cl)c(Cl)c2=O)cc1 the results were M5 antag 5, CHRM5 agonist 2, CHRM4 antagonist 11, CHO-K1 Ca antag 9, CHRM5 PAM 1, CHRM4 agonist 14, CHO-K1 Ca PAM 9, CHO-K1 Ca ag 2.3 and M4 PAM -12.
COc1ccc(-c2csc(C(O)c3ccc(F)cc3)n2)cn1 (stereo unspecified) was read as M5 antag 1, CHRM5 agonist -1, CHRM4 antagonist -3, CHO-K1 Ca antag -14, CHRM5 PAM -2, CHRM4 agonist 3, CHO-K1 Ca PAM 2, CHO-K1 Ca ag 0.4 and M4 PAM 4.

(more compounds)
OCCC1CN(Cc2cccc(-n3cccn3)c2)CCN1Cc1ccccc1 (stereo unspecified) was read as M5 antag -6, CHRM5 agonist -8, CHRM4 antagonist -10, CHO-K1 Ca antag -8, CHRM5 PAM 9, CHRM4 agonist 3, CHO-K1 Ca PAM 0, CHO-K1 Ca ag 0.6 and M4 PAM 7.
O=C(Nc1cccc(Cl)c1)N1CCN(C/C=C/c2ccccc2)CC1 was read as M5 antag 1, CHRM5 agonist -5, CHRM4 antagonist -9, CHO-K1 Ca antag 0, CHRM5 PAM -4, CHRM4 agonist 9, CHO-K1 Ca PAM -5, CHO-K1 Ca ag 0.7 and M4 PAM 4.
`CC12CN(NC(=O)c3ccc(Cl)cc3)C3(C#N)CC1CCC23C` (stereo unspecified) gave M5 antag 6, CHRM5 agonist -7, CHRM4 antagonist -1, CHO-K1 Ca antag 2, CHRM5 PAM 10, CHRM4 agonist 0, CHO-K1 Ca PAM -3, CHO-K1 Ca ag 0.1 and M4 PAM -12.
For Cn1cc(CNC(=O)c2cc(COc3ccc4c(c3)CCCC4)on2)cn1 the results were M5 antag 4, CHRM5 agonist -4, CHRM4 antagonist 3, CHO-K1 Ca antag -4, CHRM5 PAM -2, CHRM4 agonist 8, CHO-K1 Ca PAM 14, CHO-K1 Ca ag 9.8 and M4 PAM 3.
COC(=O)[C@@H]1Cc2c([nH]c3ccccc23)C(C)N1C(=O)c1ccccc1 (stereo partly specified) was read as M5 antag 9, CHRM5 agonist -1, CHRM4 antagonist -17, CHO-K1 Ca antag -8, CHRM5 PAM 0, CHRM4 agonist 3, CHO-K1 Ca PAM 3, CHO-K1 Ca ag 4.8 and M4 PAM -5.
For COc1cc(C2c3cc4c(cc3OC(N3CCCCC3)C2C)OCO4)cc(OC)c1O (stereo unspecified) the results were M5 antag 6, CHRM5 agonist 10, CHRM4 antagonist -1, CHO-K1 Ca antag -17, CHRM5 PAM -8, CHRM4 agonist 1, CHO-K1 Ca PAM 7, CHO-K1 Ca ag 1.7 and M4 PAM 2.
For COc1ccc(CCNC(=O)c2ccc(Cl)c(S(=O)(=O)N3CCCCCC3)c2)cc1 the results were M5 antag 12, CHRM5 agonist 0, CHRM4 antagonist 5, CHO-K1 Ca antag -2, CHRM5 PAM -28, CHRM4 agonist 18, CHO-K1 Ca PAM 5, CHO-K1 Ca ag 12 and M4 PAM -10.
Cn1cc(C(=O)c2ccc(Cl)cc2Cl)cc1C(=O)N/N=C(\N)COc1ccc(F)cc1 was read as M5 antag 3, CHRM5 agonist 3, CHRM4 antagonist 13, CHO-K1 Ca antag 6, CHRM5 PAM -9, CHRM4 agonist 10, CHO-K1 Ca PAM 15, CHO-K1 Ca ag 4.1 and M4 PAM -6.
Cc1ccc(C(=O)COC(=O)CCC(=O)Nc2cccc(Cl)c2)cc1[N+](=O)[O-] was read as M5 antag -1, CHRM5 agonist -2, CHRM4 antagonist -1, CHO-K1 Ca antag -4, CHRM5 PAM 9, CHRM4 agonist 1, CHO-K1 Ca PAM 0, CHO-K1 Ca ag 0.3 and M4 PAM 6.
Screening CCOC(=O)CN1C(=O)C(O)(c2c(C)[nH]c3ccccc23)c2ccccc21 (stereo unspecified) returned M5 antag -3, CHRM5 agonist -2, CHRM4 antagonist 2, CHO-K1 Ca antag 5, CHRM5 PAM 2, CHRM4 agonist 1, CHO-K1 Ca PAM 8, CHO-K1 Ca ag -0.1 and M4 PAM 3.
For CC(=O)N1CCN(S(=O)(=O)c2ccc(F)c(Cl)c2)CC1 the results were M5 antag 11, CHRM5 agonist -2, CHRM4 antagonist 9, CHO-K1 Ca antag -10, CHRM5 PAM 0, CHRM4 agonist 2, CHO-K1 Ca PAM 7, CHO-K1 Ca ag 1.3 and M4 PAM 1.
Screening O=C(CSc1nc2sc3c(c2c(=O)[nH]1)CCCC3)NCCO returned M5 antag 1, CHRM5 agonist 0, CHRM4 antagonist -8, CHO-K1 Ca antag 1, CHRM5 PAM -2, CHRM4 agonist -1, CHO-K1 Ca PAM -3, CHO-K1 Ca ag -0.2 and M4 PAM -3.
For O=C(NCc1ccco1)/C(=C/c1ccc(Cl)cc1)NC(=O)c1ccco1 the results were M5 antag 7, CHRM5 agonist -5, CHRM4 antagonist 7, CHO-K1 Ca antag -6, CHRM5 PAM -5, CHRM4 agonist 1, CHO-K1 Ca PAM 11, CHO-K1 Ca ag 0.1 and M4 PAM -1.
Cn1c(=O)c2c(nc(CN3CCc4ccccc4C3)n2Cc2ccccc2)n(C)c1=O was read as M5 antag 9, CHRM5 agonist -5, CHRM4 antagonist -3, CHO-K1 Ca antag -11, CHRM5 PAM -2, CHRM4 agonist -2, CHO-K1 Ca PAM 20, CHO-K1 Ca ag 1.1 and M4 PAM 1.
Cc1cccc(NC(=O)CCSc2ccccc2)c1C was read as M5 antag 0, CHRM5 agonist -4, CHRM4 antagonist 1, CHO-K1 Ca antag 16, CHRM5 PAM 4, CHRM4 agonist -1, CHO-K1 Ca PAM -13, CHO-K1 Ca ag -0.2 and M4 PAM -5.
Screening Cn1c(SCC(=O)Nc2ccc(Cl)cc2)nc(O)cc1=O returned M5 antag 0, CHRM5 agonist -2, CHRM4 antagonist -7, CHO-K1 Ca antag -5, CHRM5 PAM 10, CHRM4 agonist 0, CHO-K1 Ca PAM 21, CHO-K1 Ca ag 0.7 and M4 PAM 4.
For COc1ccc(/C=C2\SC(=O)N(CCNC(=O)C3=COCCO3)C2=O)cc1 the results were M5 antag 4, CHRM5 agonist 2, CHRM4 antagonist -10, CHO-K1 Ca antag -7, CHRM5 PAM -9, CHRM4 agonist 9, CHO-K1 Ca PAM 4, CHO-K1 Ca ag 9.3 and M4 PAM -5.
For COCc1c(C(=O)Nc2ccc3nc(N4CCOCC4)sc3c2)oc2ccccc12 the results were M5 antag 7, CHRM5 agonist 5, CHRM4 antagonist 8, CHO-K1 Ca antag -4, CHRM5 PAM -6, CHRM4 agonist 13, CHO-K1 Ca PAM 11, CHO-K1 Ca ag 4.1 and M4 PAM -6.
